# Screening data from PubChem BioAssay.
# HIV fusion peptide – inhibitors of HIV fusion peptide binding, primary screen, biochemical, uHTS, fluorescence dequenching (AID 1986) | 290,000 compounds, 0.3% hits | cell-free peptide binding, fluorescence dequenching, 30 min; higher % means a stronger effect | inhibition, % at 20 µM; hits with a dose series show IC50 in µM; in the data active means inhibition mostly above about 52%, no sharp cut-off; inactive means mostly below about 76%; further: some results filed as inactive read as strong as hits
# Myeloid diff MLP – induction of myeloid progenitor differentiation, primary screen, cell-based, flow cytometry, MLPCN library; 360,000 compounds, 1% hits; calls only at 10 µM; ER-HoxA9 myeloid progenitors, lysozyme-GFP differentiation; AID 624256, 2012;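 active means normalized GFP-positive differentiation at or above the plate's own cutoff, the solvent-only control mean plus 3 SD; inconclusive means no clear call, values can overlap the other calls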;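 further: cells exposed to compound for four days before flow analysis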
# GPR55 LPI antagonism – GPR55 antagonists blocking LPI-driven arrestin recruitment, primary screen, imaging, U2OS, beta-arrestin-GFP, LPI agonist (AID 2013). U2OS GPR55 beta-arrestin-GFP translocation imaging, LPI antagonism; higher % means a stronger effect. inhibition, % at 10 µM; hits with a dose series show IC50 in µM. 290,000 compounds, 0.13% hits;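 active means spots per cell inhibited over 60%, with over 100 cells counted and total cytoplasm intensity under 500,000; inconclusive means wells with under 100 cells, flagged as likely toxic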;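 further: U2OS cells stably carrying GPR55 and arrestin-GFP stimulated by 5 µM LPI near EC80; imaged beta-arrestin-GFP aggregate spots per cell after agonist stimulation; plate controls were LPI-stimulated DMSO wells for no effect and DMSO wells without LPI for full effect; some results filed as inactive read as strong as hits; confirmed hits need IC50 under 10 µM and bright autofluorescent wells are also inconclusive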
# Siah-1 displacement – Siah-1 peptide-binding antagonists, primary screen, biochemical, fluorescence polarization, rhodamine-plectin, uHTS (AID 1817); displacement, % at 20 µM; hits with a dose series show IC50 in µM; E3 ubiquitin-protein ligase SIAH1 (Homo sapiens); 290,000 compounds, 0.02% hits; Siah-1 / rhodamine-plectin peptide fluorescence polarization; higher % means a stronger effect;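 active means displacement of at least 50% at 20 µM, with a fluorescence ratio check between 0.3 and a set limit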;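 further: plate controls were Siah plus tracer with DMSO for no effect and tracer alone without Siah for full effect; strong numbers were not always called active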
# GPR35 arrestin U2OS – GPR35 antagonists blocking zaprinast-driven arrestin recruitment, primary screen, imaging, U2OS, beta-arrestin-GFP, zaprinast agonist (AID 2058). U2OS GPR35 beta-arrestin-GFP translocation imaging, zaprinast antagonism; higher % means a stronger effect. inhibition, % at 10 µM; hits with a dose series show IC50 in µM. 290,000 compounds, 0.052% hits;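 active means inhibition of at least 50% with at least 30 cells and total cytoplasm GFP at most 10,000,000; inconclusive means under 30 cells or total GFP of 10,000,000 plus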
# Rac1 GTP hydrolysis – MgcRacGAP GTPase-activating activity inhibitors, confirmation, biochemical, ADP Hunter fluorescence; Rac GTPase-activating protein 1 (Homo sapiens); MgcRacGAP-stimulated Rac1 GTP hydrolysis, ADP Hunter fluorescence; higher % means a stronger effect; GST-tagged Rac1 F28L mutant substrate; inhibition, % at 30 µM; hits with a dose series show IC50 in µM; 340,000 compounds, 0.6% hits; AID 624330, 2012;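 active means first-screen hits whose inhibition reached a set limit at any dose in the follow-up dose series; inconclusive means inhibition above the set first-screen limit but never retested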;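 further: fluorescence reports GDP produced by GAP-driven GTP hydrolysis; strong numbers were not always called active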
# NTR1 agonist – agonists of NTR1, primary screen, imaging, U2OS cells, beta-arrestin-GFP, high content (AID 493036). Neurotensin receptor type 1 (Homo sapiens), P30989. NTR1-U2OS beta-arrestin-GFP spot imaging, agonist mode. activation, % at 20 µM. 330,000 compounds, 0.17% hits;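 active means activation at or above 40% of the spot to cytoplasm intensity ratio, with at least 20 cells analyzed; inconclusive means wells under 20 cells, flagged as cytotoxic or low count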;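 further: 0% = DMSO without peptide and 100% = 100 nM NTR1 peptide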
# Target sequence (P30989 whole entry, looked up): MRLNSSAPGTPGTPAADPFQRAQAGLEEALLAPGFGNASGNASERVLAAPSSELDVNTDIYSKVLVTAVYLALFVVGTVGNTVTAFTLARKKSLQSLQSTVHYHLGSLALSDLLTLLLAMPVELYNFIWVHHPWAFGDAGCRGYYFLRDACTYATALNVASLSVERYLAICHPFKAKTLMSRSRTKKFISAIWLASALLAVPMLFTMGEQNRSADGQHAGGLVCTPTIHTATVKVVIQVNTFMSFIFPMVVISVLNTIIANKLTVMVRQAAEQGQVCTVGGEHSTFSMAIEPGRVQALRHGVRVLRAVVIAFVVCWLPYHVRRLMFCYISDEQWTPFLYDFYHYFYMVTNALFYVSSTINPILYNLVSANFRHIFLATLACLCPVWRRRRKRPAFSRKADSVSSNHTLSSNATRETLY
# LYP phosphatase – inhibitors of LYP phosphatase, biochemical, fluorescence intensity, uHTS (AID 1779); Tyrosine-protein phosphatase non-receptor type 22 (Homo sapiens); recombinant LYP phosphatase, fluorescence intensity; higher % means a stronger effect; inhibition, % at 11.5 µM, or IC50 in µM where a hit was titrated; 290,000 compounds, 0.054% hits; in the data active means inhibition above about 50%;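 further: plate controls were vehicle with enzyme for no effect and no enzyme for full effect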
# Salmonella PhoP GFP – inhibitors of PhoP regulon expression, primary screen, Salmonella Typhimurium, GFP reporter (AID 1863). one-dose inhibition, % at 50 µM; IC50 in µM for titrated hits. S. Typhimurium PhoP-regulated promoter GFP reporter, 4 h; higher % means a stronger effect. 300,000 compounds, 0.16% hits;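 active means inhibition over 29.93%, a cutoff 3 SD above the screen mean, later confirmed by dose response; inconclusive means inhibition over 29.93% but no dose response follow-up; inactive means inhibition at most 29.93% or unconfirmed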;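 further: 0% = low Mg2+ inducing control and 100% = high Mg2+ repressing control; strong numbers were not always called active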
# NTR1 agonist cell count 20 µM – second read-out of NTR1 agonist, no call of its own (marks repeat the call); cell count; measured here: cell count, cytotoxicity flag
# Myeloid diff MLP GFP+ MAC1+ % – second read-out of Myeloid diff MLP, no call of its own (marks repeat the call); GFP+ MAC1+ double positive, %; measured here: differentiation confirmed by MAC1 staining
# * = called active by the depositor; i = inactive; ? = inconclusive; · = not tested or not shown; + = active, no number. Hits appear at their usual frequency; overall some 2.4% were active at least once.
SMILES,HIV fusion peptide,Myeloid diff MLP,Myeloid diff MLP GFP+ MAC1+ %,GPR55 LPI antagonism,Siah-1 displacement,GPR35 arrestin U2OS,Rac1 GTP hydrolysis,NTR1 agonist,NTR1 agonist cell count 20 µM,LYP phosphatase,Salmonella PhoP GFP
COc1ccc(CC(NC(C)=O)C(=O)NC2CCN(S(=O)(=O)c3cccc4ccccc34)CC2)cc1OC (configuration not stated),1.5%,i,1.8,3%,4%,-7%,3%,0.3,57,-5%,0%
CCOC(=O)C1CCN(C(=O)COc2ccc(S(=O)(=O)N3CCOCC3)cc2C)CC1,1.0%,·,·,-3%,10%,-3%,7%,2.3,43,-10%,-4%
Cc1ccc(NC(=O)CCN2C(=O)CSC2=O)c(C)c1,-0.4%,i,0.9,4%,23%,10%,10%,-0.1,42,-1%,5%
COCCn1c(=NC(=O)CSC(C)=O)sc2cc(OC)ccc21,3.2%,i,2.0,6%,1%,3%,6%,4.4,42,3%,-1%
CC(C)c1ccc(N(C(=O)CNC(=O)c2ccco2)C(C(=O)NC2CCCC2)c2cccnc2)cc1 (configuration not stated),1.8%,i,1.5,9%,13%,-2%,7%,-1.9,65,-12%,-1%
O=S(=O)(c1cccc(S(=O)(=O)N2CCC(n3nnc4ccccc43)CC2)c1)N1CCCCC1,0.8%,i,2.2,18%,-1%,14%,-1%,-0.8,84,2%,-8%
O=C(NC1CC1)C1CCN(C(=O)c2ccc(Cl)cc2Cl)CC1,-1.2%,i,0.8,-10%,-3%,-21%,6%,0.5,48,-9%,5%
O=C(NCc1ccccc1Br)c1ccc2c(c1)OCCO2,2.6%,i,0.5,-4%,4%,-4%,-9%,-0.2,44,-5%,-8%
Cc1c(C(=O)C(=O)N2c3ccc(F)cc3CCC2C)c2ccccc2n1C (configuration not stated),-1.1%,?,·,-10%,-3%,11%,5%,-0.3,76,-1%,-10%
C/C(N)=C(/C#N)C(=O)COC(=O)Cc1coc2cc(C)ccc12,1.5%,i,0.6,8%,-2%,24%,12%,0.4,50,-2%,2%
NC(=O)Nc1ccccc1C(=O)N1CCC(O)(c2ccc(Cl)cc2)CC1,0.3%,i,0.9,2%,4%,0%,7%,0.3,56,-4%,2%
CCCCc1nc(SCc2ccc([N+](=O)[O-])cc2)n[nH]1,1.2%,i,0.6,15%,12%,-18%,-7%,2.9,63,-6%,4%
CCOc1cc(/C=N/NC(=O)c2ccc(=O)n(C)c2)ccc1O,-0.8%,i,0.3,2%,-4%,16%,60µM*,0.5,45,1%,-6%
Cc1ccc(S(=O)(=O)NCCN=Cc2ccc(N(C)C)cc2)cc1,0.5%,i,0.4,4%,2%,-16%,6%,0.8,82,-8%,3%
CC1(C)C2CCC1(CS(=O)(=O)NCCc1c[nH]c3ccccc13)C(=O)C2 (configuration not stated),-1.5%,i,0.5,-6%,7%,-7%,3%,0.8,45,-2%,0%
Cc1[nH]c(C)c(S(=O)(=O)Nc2ccccc2)c1C(=O)N1CCCC1,-1.4%,i,1.0,-1%,0%,12%,13%,-0.1,67,-12%,-10%
O=C(Nc1ccncc1)c1sc2ccccc2c1Cl,-1.4%,i,0.3,-6%,2%,-2%,9%,0.6,69,-4%,2%
CCCCN1CNC(=S)N(c2cc(C)ccc2C)C1,-2.4%,i,3.8,12%,15%,-8%,3%,1.3,58,-6%,-2%
CCC1CN(C)C2Cc3c([nH]c4ccccc34)C(=O)CC1C2C(=O)OC (configuration not stated),-1.0%,i,2.7,8%,4%,12%,7%,6.9,91,3%,2%
CCc1ccc(C(=O)CSc2n[nH]c(C)n2)cc1,-1.5%,i,0.9,-21%,-1%,13%,15%,-1.2,85,-8%,-10%
COc1ccc(NS(=O)(=O)c2ccc(N3CCOCC3)c(NC(=O)c3cccc(F)c3)c2)cc1,0.8%,i,0.8,-3%,-3%,16%,4%,-0.2,39,0%,-9%
COc1ccccc1-c1coc2c(CN3CCCC(C)C3)c(O)ccc2c1=O (configuration not stated),-1.3%,i,0.5,5%,-4%,12%,9%,-0.2,87,-12%,2%
c1ccc2c(C[C@@H]3CNCCN3CC3CCCCC3)cccc2c1,·,+,5.2*,·,·,·,9%,21,99,·,-1%
O=C(NC1CCCC1)c1ccc2c(c1)N(Cc1ccc(F)cc1)CCS2,-2.0%,i,2.9,5%,-5%,17%,10%,1.1,61,-7%,16%
CCOc1ccc(CCNC(=O)c2cc(=O)[nH]c3ccc(S(=O)(=O)N(CC)CC)cc23)cc1OCC,-1.2%,?,·,23%,-4%,-17%,1%,-0.2,62,-12%,-2%

# As entered above.
# Myeloid diff MLP GFP+ MAC1+ %, `c1ccc2c(C[C@@H]3CNCCN3CC3CCCCC3)cccc2c1` → 5.2*
# GPR55 LPI antagonism, `CCCCc1nc(SCc2ccc([N+](=O)[O-])cc2)n[nH]1` → 15%

# Next part:
SMILES,HIV fusion peptide,Myeloid diff MLP,Myeloid diff MLP GFP+ MAC1+ %,GPR55 LPI antagonism,Siah-1 displacement,GPR35 arrestin U2OS,Rac1 GTP hydrolysis,NTR1 agonist,NTR1 agonist cell count 20 µM,LYP phosphatase,Salmonella PhoP GFP
O=C(C1CC1)N1CCN=C1SCc1ccc(Cl)cc1,44%,i,0.4,3%,8%,-8%,8%,2.6,50,2%,5%
Fc1ccc(CSc2nnc(-c3cnccn3)n2Cc2ccco2)cc1,0.9%,i,0.8,12%,0%,2%,3%,-0.5,79,-12%,0%
FC(F)(F)c1cccc(NC(=S)NC(c2ccccc2)c2ccccc2)c1,2.7%,?,·,5%,4%,-7%,2%,·,·,-4%,-10%
O=C(CSc1nncs1)NC(=O)NC1CCCC1,1.2%,i,0.5,-4%,-2%,14%,3%,0.5,48,-10%,-9%
OCC1CCCN(Cc2cn(Cc3ccccc3)nc2-c2cc3ccccc3o2)C1 (configuration not stated),1.2%,i,0.2,2%,4%,-6%,10%,0.7,70,-10%,·
CCCCNCc1nc2ccccc2c(=O)[nH]1,0.5%,i,0.2,5%,0%,-5%,0%,-0.2,37,-1%,4%
O=C(NC(Cc1ccccc1)C(=O)N1CCCCCC1)c1ccccc1 (configuration not stated),-0.2%,i,0.3,-4%,-4%,11%,6%,0.9,73,-2%,2%
Cc1ccc(S(=O)(=O)Nc2ccc(-c3nnc(SCc4ccccc4Cl)o3)cc2)cc1,2.2%,i,0.6,12%,-9%,7%,-1%,18,34,2%,1%
CN(c1cccc(NC(=O)c2ccc(Cl)c(S(=O)(=O)Nc3ccccc3)c2)c1)S(C)(=O)=O,-0.2%,i,8.6,0%,-3%,14%,6%,0.3,65,0%,28%
O=C(O)c1ccc(OCCCCCCOC2CCCCO2)cc1 (configuration not stated),3.1%,i,0.6,16%,0%,6%,6%,0.9,73,-7%,-8%
O=C(O)C1CCC(CNCc2ccncc2)CC1 (configuration not stated),0.5%,i,0.6,-11%,2%,5%,7%,-1.1,94,-6%,-3%
O=C(NC(C1CC1)C1CC1)C1CCC(=O)N(CCCN2CCCC2=O)C1 (configuration not stated),-1.9%,i,4.8,11%,2%,2%,4%,1.2,55,-7%,7%
CN(C)c1cccc(C(=O)OCC(=O)Nc2ccccc2-c2ccccc2)c1,-2.3%,i,0.4,7%,3%,23%,9%,15,54,7%,-6%
COc1ccc(/C=N\NC(=O)c2cc(O)c(O)c(O)c2)cc1COc1ccc(C(=O)OCC(C)C)cc1,20%,i,0.4,15%,48%,-10%,-20%,9.2,78,8%,-3%
CCc1ccc(OCC(=O)N(Cc2cccs2)C2CCS(=O)(=O)C2)cc1 (configuration not stated),1.5%,i,2.7,-1%,-2%,0%,0%,-1.7,59,-12%,·
O=C(O)COc1ccc(/C=C/c2nc3ccc([N+](=O)[O-])cc3s2)cc1,24%,i,0.6,6%,1%,1%,21%,2.9,64,4%,10%
NS(=O)(=O)c1ccc(NC(=O)COc2ncnc3c2cnn3-c2ccccc2)cc1,0.8%,i,0.9,-2%,4%,-15%,-8%,2.3,51,-2%,6%
COc1ccc(CCC(=O)NNC(=O)Nc2ccc(C(C)C)cc2)cc1,1.4%,i,1.3,4%,3%,0%,11%,0.4,69,1%,-7%
COc1ccc(NC(=O)C2Cc3ccccc3CN2C(=O)c2ccco2)cc1 (configuration not stated),2.8%,i,2.5,-1%,0%,6%,3%,0.6,54,-3%,4%
CC1CCN(S(=O)(=O)c2ccccc2[N+](=O)[O-])CC1,-1.2%,i,2.7,16%,9%,-3%,1%,2.0,62,-12%,10%
COc1cccc(N2CCN(C(=S)Nc3ccccc3)CC2)c1,-1.2%,i,0.6,-32%,3%,8%,11%,-0.9,53,-6%,-6%
O=C1/C(=C\c2ccc3ccccc3c2)CCCc2ccccc21,2.4%,i,1.1,-6%,-4%,10%,0%,1.2,80,1%,3%
Cc1ccccc1C(=O)NC(=S)N(CCO)Cc1ccccc1,0.4%,i,0.3,-5%,-2%,1%,·,-2.3,87,-6%,1%
O=C1CN(C(=O)c2ccccc2Cl)c2ccccc2N1,1.2%,i,1.2,-7%,3%,-2%,10%,-1.1,56,-9%,-4%
O=S(=O)(Nc1ccc(-n2cccc2)cc1)c1ccccc1,-2.3%,i,1.3,14%,3%,-2%,0%,0.2,71,7%,-13%
COc1ccc(-c2c(-c3ccccc3OC)sc3ccccc23)cc1,2.1%,i,1.3,-16%,0%,-4%,5%,0.8,74,1%,-4%
Cc1ccc(C)c2c1N(Cc1ccccc1)C(=O)C21OCCO1,-1.2%,i,0.6,-1%,12%,6%,3%,0.8,64,-4%,2%
Cc1cc(=O)[nH]c(SCC(N)=O)c1C#N,71%,i,0.6,-3%,2%,4%,-6%,-0.8,64,-1%,4%
Cc1c(N2C(=O)c3cccc4cccc(c34)C2=O)cnn1C,-1.3%,i,1.1,12%,1%,2%,-1%,1.3,59,-1%,-9%
